Bioassay records from PubChem BioAssay.
TIM10 inh – TIM10 yeast growth inhibition | inhibition, % at 10 µM | 1.4% of 330,000 active | AID 463195 | S. cerevisiae TIM10 strain growth, BacTiter-Glo luminescence, 24 h;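 active means inhibition of 40% or more at the single tested concentration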;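 further: wild-type TIM10 isogenic control strain grown at permissive 25 °C; 0% = DMSO yeast wells and 100% = minimal medium wells without yeast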
CXCR6 block – blocks human CXCR6 beta-arrestin recruitment; 0.36% of 360,000 active; inhibition, % at 20 µM; O00574; CHO-K1 PathHunter CXCR6 beta-arrestin, luminescence; in the data active means inhibition above about 34%, passing the limit was not always enough;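 further: antagonist mode with CXCL16 agonist at 10 nM final; 0% = 10 nM CXCL16 with DMSO and 100% = unstimulated wells without agonist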
Target sequence (O00574 whole entry, looked up): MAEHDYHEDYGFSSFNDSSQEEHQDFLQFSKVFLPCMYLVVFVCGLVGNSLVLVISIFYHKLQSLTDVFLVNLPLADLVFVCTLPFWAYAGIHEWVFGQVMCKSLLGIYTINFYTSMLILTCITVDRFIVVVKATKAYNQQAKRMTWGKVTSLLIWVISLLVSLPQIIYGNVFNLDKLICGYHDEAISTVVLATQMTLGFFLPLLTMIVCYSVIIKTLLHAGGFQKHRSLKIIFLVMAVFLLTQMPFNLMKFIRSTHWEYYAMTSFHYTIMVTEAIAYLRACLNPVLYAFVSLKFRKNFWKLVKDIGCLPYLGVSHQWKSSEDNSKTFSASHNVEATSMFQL
CHOP UPR activ – apoptotic UPR (CHOP) activation | activation, % at 10 µM | 0.34% of 330,000 active | CHO-CHOP luciferase reporter, luminescence; percent of tunicamycin response over DMSO baseline;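 active means at 10 µM dose, activation of 40% or more, normalized to positive control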;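 further: 100% = tunicamycin at 10 µg/mL and 0% = DMSO alone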
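Assay system: CHO-CHOP cells, stable luciferase reporter of PERK-eIF2a-CHOP signalling / Buffer or medium: F12 plus 10% serum / Compound dosing: one dose, 10 µM in 0.5% DMSO / Times: 6 h compound treatment, 37 °C / Technique: luciferase luminescence / Read-out: % reporter activation, DMSO baseline versus tunicamycin full activation / Benchmarks: tunicamycin and DMSO controls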
UPR XBP1 act – adaptive UPR (XBP1) activation; 0.33% of 330,000 active; activation, % at 20 µM; AID 463104; CHO-XBP1 luciferase reporter, IRE1-XBP1 UPR activation, luminescence; percent of tunicamycin response, DMSO as zero;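 active means versus positive control, 20 µM dose yields 30% or more activation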;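 further: 100% = tunicamycin at 10 µg/mL and 0% = DMSO only wells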
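Material: CHO-XBP1 cells stably carrying IRE1-XBP1-driven luciferase reporter / Amount: 1000 cells per well / Compound: 20 µM, 1% DMSO / Times: 6 h treatment, 37 °C / Detection: luciferase luminescence / Measure: % activation of reporter signal versus tunicamycin and DMSO controls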
APJ ag – agonists of human APJ apelin receptor; CHO-K1 APJ PathHunter beta-arrestin, luminescence; 0% DMSO wells, 100% apelin; activation, % at 20 µM; P35414; 0.11% of 330,000 active;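 active means activation more than six SD over the plate average, tested at 20 µM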;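 further: 0% = DMSO alone and 100% = apelin-13 at 10 nM; some results filed as inactive read as strong as hits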
Target sequence (P35414 whole entry, looked up): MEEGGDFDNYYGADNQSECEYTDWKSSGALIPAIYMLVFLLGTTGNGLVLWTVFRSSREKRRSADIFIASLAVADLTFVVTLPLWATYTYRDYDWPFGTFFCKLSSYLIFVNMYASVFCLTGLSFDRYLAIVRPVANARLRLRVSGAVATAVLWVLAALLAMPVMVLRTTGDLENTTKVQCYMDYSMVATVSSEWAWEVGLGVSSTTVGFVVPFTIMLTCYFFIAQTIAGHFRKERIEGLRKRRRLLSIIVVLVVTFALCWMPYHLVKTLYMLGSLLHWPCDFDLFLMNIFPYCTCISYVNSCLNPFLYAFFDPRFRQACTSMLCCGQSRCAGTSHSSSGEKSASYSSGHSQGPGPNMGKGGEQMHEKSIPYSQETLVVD
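Test system: CHO-K1 APJ beta-arrestin complementation cell line. Amount: cell density 1000 per well. Controls: DMSO negative, 10 nM Apelin-13 positive. Signal: luminescent beta-gal fragment complementation, chemiluminescent substrate. Read-out basis: agonist-driven arrestin binding to APJ. Timing: compound stimulation 90 min at 25 °C, detection 60 min.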
tim23-1 inh – inhibits growth of tim23-1 mutant yeast. AID 463212. inhibition, % at 20 µM. S. cerevisiae tim23-1 growth, BacTiter-Glo luminescence, 24 h. 1.3% of 330,000 active;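 active means growth inhibition of the mutant yeast at or above 50%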;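 further: temperature-sensitive mutant grown at 25 °C; plate controls were DMSO-treated mutant yeast for no effect and medium wells lacking yeast for full effect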
tim10-1 inh – inhibits growth of tim10-1 mutant yeast; S. cerevisiae tim10-1 ts strain growth, BacTiter-Glo, 24 h; inhibition, % at 20 µM; 2.2% of 330,000 active;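 active means inhibition of at least 40%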;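 further: mutant grown at 25 °C; 0% = DMSO wells with yeast and 100% = wells holding no yeast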
APJ antagonist – APJ receptor antagonism; P35414; CHO-K1 APJ beta-arrestin complementation, luminescence; inhibition, % at 20 µM; 0.32% of 330,000 active; AID 2521;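 active means inhibition above about 40% at 20 µM, limit read from the data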;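 further: cells challenged with 10 nM apelin-13 agonist together with compound; plate controls were apelin-13 plus DMSO wells for no effect and DMSO wells lacking apelin-13 for full effect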
Mdm2-MdmX inh – inhibitors of human Mdm2/MdmX interaction | SaOS-2 split-luciferase Mdm2/MdmX complementation, luminescence | inhibition, % at 8 µM | 3% of 330,000 active | AID 485346 | O15151+Q00987;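 active means inhibition of at least 50% at 8 µM in the primary screen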
Numbers without * were called inactive.

cpd	molecule	TIM10 inh	CXCR6 block	CHOP UPR activ	UPR XBP1 act	APJ ag
1	COc1ccc(C2c3[nH]c4ccccc4c3C[C@H]3C(=O)N(CCCO)CC(=O)N23)cc1OC (stereo partly specified)	-2	0	0.2	-2	-3
2	CC[C@]12c3[nH]c4ccccc4c3CCN1C(=O)C(CC(=O)NCCCN(C)C)C[C@@H]2C(=O)N1CCN(C(=O)C2CC2)CC1 (stereo partly specified)	4	-3	0.5	2	0
3	Cc1ccccc1NC(=S)N1CCN(Cc2ccccc2)CC1	15	-2	-1.6	-1	-4
4	CCc1ccc(C(=O)COC(=O)c2cc([N+](=O)[O-])ccc2N2CCOCC2)cc1	2	4	2.9	0	2
5	CC(=O)NCCC(=O)Nc1sc2c(c1-c1nc3ccccc3[nH]1)CCCC2	10	-1	-0.4	-3	-4
6	Cc1ccccc1-c1noc(C(C)NC(=O)c2ccco2)n1 (stereo unspecified)	-8	8	1.0	-4	0
7	O=C(NC1CCCCC1)C(c1ccc2ncccc2c1)N(Cc1ccc(F)cc1)C(=O)c1ccc2c(c1)OCCO2 (stereo unspecified)	-1	11	-1.0	0	-4
8	COc1cc(SC)ccc1C(=O)Nc1cccc(C2OCCCO2)c1	8	-8	7.3	6	-2

cpd	tim23-1 inh	tim10-1 inh	APJ antagonist	Mdm2-MdmX inh
1	7	13	-1	-6
2	11	21	-3	-30
3	-1	19	8	-11
4	6	6	11	42
5	8	15	-5	20
6	5	2	5	-30
7	19	9	11	12
8	31	6	7	6

Going on with the list:
cpd	molecule	TIM10 inh	CXCR6 block	CHOP UPR activ	UPR XBP1 act	APJ ag
9	O=C(CSc1nnc2ccccn12)NNC(=O)c1ccc(Br)cc1	5	-2	-0.4	0	-1
10	CCN(CC)CCNC(=O)c1sc2ncn(CC(=O)Nc3ccc(C)c(Cl)c3)c(=O)c2c1C	-10	-3	0.2	1	-1
11	N#CCCN(CCC#N)S(=O)(=O)c1ccc(C(=O)Nc2nc(-c3ccccc3)c(C(=O)c3ccccc3)s2)cc1	4	7	-1.3	-2	0
12	CCSC1=N/C(=C/c2ccsc2)C(=O)N1c1ccccc1	14	17	1.3	2	-3
13	COc1ccc(-c2csc(=Nc3c(C)n(C)n(-c4ccccc4)c3=O)n2C(C)(C)C)cc1	-4	-4	-1.8	0	-2
14	CC1(C)CC(=O)C2=C(C1)N(Cc1ccco1)C(=O)C2(NC(=O)C1CCCCC1)C(F)(F)F (stereo unspecified)	11	12	-2.3	3	-5
15	COc1ccc(NC(=O)CCn2ccnc2)c(OC)c1	7	6	1.1	0	-2
16	N#Cc1c(Cn2cncn2)nc(=O)n(-c2ccccc2)c1N	-18	3	0.3	-5	-2

cpd	tim23-1 inh	tim10-1 inh	APJ antagonist	Mdm2-MdmX inh
9	1	2	-2	15
10	5	-6	14	49
11	15	4	21	-5
12	19	4	4	-16
13	4	-6	10	10
14	10	13	13	11
15	-4	-1	6	-4
16	-1	-16	0	17

The last 2 compounds of the part before come first, to join the parts:
cpd	molecule	TIM10 inh	CXCR6 block	CHOP UPR activ	UPR XBP1 act	APJ ag
15	COc1ccc(NC(=O)CCn2ccnc2)c(OC)c1	7	6	1.1	0	-2
16	N#Cc1c(Cn2cncn2)nc(=O)n(-c2ccccc2)c1N	-18	3	0.3	-5	-2
17	CSc1nc2c(c(=O)[nH]1)C(c1cccc(Cl)c1)CC(=O)N2 (stereo unspecified)	19	2	0.9	0	-1
18	Cc1nn(C)cc1CN(C)C(=O)c1ccc(OC2CCN(Cc3ccccn3)CC2)cc1	-11	-2	0.3	-3	-1
19	COc1ccccc1C(=O)N(C)c1nnc(-c2ccccc2)s1	14	-10	7.9	0	-4
20	CC(C)(C)c1cc(N)n(-c2ccc(C(=O)O)cc2)n1	14	3	-1.3	0	-2
21	CC(C)CN1C(=O)C(=Nc2cccnc2)c2ccccc21	8	43*	0.5	12	-10
22	O=C(COc1cccc2cccnc12)N/N=C1\SCC(=O)N1CCc1ccccc1	-2	-4	0.2	-1	1
23	O=C(/C=C/c1ccccc1)CC(=O)c1ccccc1O	15	6	2.2	7	-3
24	O=C(Nc1ccccc1F)C(=O)Nc1cccc2ccccc12	7	0	5.8	3	-4

cpd	tim23-1 inh	tim10-1 inh	APJ antagonist	Mdm2-MdmX inh
15	-4	-1	6	-4
16	-1	-16	0	17
17	-11	5	9	9
18	-17	-26	16	0
19	38	-21	-7	-16
20	13	13	5	1
21	14	27	33	30
22	27	20	-11	0
23	22	3	-6	-39
24	9	16	-3	-34

Quoted from the listing:
no. 24 in CXCR6 block has 0
no. 23 in UPR XBP1 act has 7
no. 19 in CXCR6 block has -10
no. 17 in tim10-1 inh has 5
no. 22 in CHOP UPR activ has 0.2

The list goes on.
cpd	molecule	TIM10 inh	CXCR6 block	CHOP UPR activ	UPR XBP1 act	APJ ag
25	C=CCNC(=O)c1c(CSc2ccccc2)noc1C(=O)NCc1ccccc1	-6	12	-0.8	0	-3
26	COc1ccc(C2/C=C\CN(S(=O)(=O)c3ccc(C)cc3)[C@H](Cc3ccccc3)C(=O)N2Cc2ccc(F)cc2)cc1 (stereo partly specified)	15	9	7.4	-4	-4
27	CCc1noc(C)c1C(=O)NC1CCCc2c1cnn2-c1ccc(C(C)(C)C)cc1 (stereo unspecified)	10	-5	2.3	-5	16
28	Cc1ccc(NC(=O)CNC(c2ccccc2)c2ccccc2)c(F)c1	27	2	-1.4	-1	-4
29	CCCCN(C(=O)c1ccc(N2CCCC2=O)cc1)c1c(N)n(CCCC)c(=O)[nH]c1=O	-4	0	-0.8	-4	2
30	CCn1c(=O)n(CC)c2cc(N3CCCC3)c(NC(=O)c3ccccc3C)cc21	18	6	-1.5	6	0
31	O=c1[nH]c(=O)n(-c2cc(Br)c(O)c(Br)c2)cc1Br	-7	2	0.6	-1	0
32	COc1ccc(C(=O)Nc2ccc(Oc3ncnc4sc(-c5ccccc5)cc34)cc2)cc1OC	8	7	0.1	7	5

cpd	tim23-1 inh	tim10-1 inh	APJ antagonist	Mdm2-MdmX inh
25	4	12	-2	10
26	11	17	12	-3
27	5	-5	-11	-9
28	12	29	2	17
29	-3	-19	-49	4
30	32	22	16	27
31	-13	-8	13	-3
32	2	7	3	5

Single records (already shown). Order of screens: TIM10 inh, CXCR6 block, CHOP UPR activ, UPR XBP1 act, APJ ag, tim23-1 inh, tim10-1 inh, APJ antagonist, Mdm2-MdmX inh
Entry for COc1ccc(C2/C=C\CN(S(=O)(=O)c3ccc(C)cc3)[C@H](Cc3ccccc3)C(=O)N2Cc2ccc(F)cc2)cc1 (stereo partly specified) = 15, 9, 7.4, -4, -4, 11, 17, 12, -3
Entry for Cc1ccc(NC(=O)CNC(c2ccccc2)c2ccccc2)c(F)c1 = 27, 2, -1.4, -1, -4, 12, 29, 2, 17

Next structures follow:
cpd	molecule	TIM10 inh	CXCR6 block	CHOP UPR activ	UPR XBP1 act	APJ ag
33	CCC(C)NC(=O)CSc1nc2c(sc3ccccc32)c(=O)n1CCCN1CCOCC1 (stereo unspecified)	11	1	2.0	-3	0
34	CCOC(=O)/C(C#N)=C/c1c(Oc2cc(C)cc(C)c2)nc2ccccn2c1=O	5	5	3.3	-3	-1
35	O=C(Nc1ccc(F)cc1)C1C2CCC3C(CCC21)C3(Cl)Cl (stereo unspecified)	0	-21	4.3	-2	3
36	Cc1ccc(NC(=O)c2ccc3nccnc3c2)c(C)c1	2	-3	3.0	-1	2
37	CC(Oc1ccc([N+](=O)[O-])cc1)C(=O)NCC1CCCO1 (stereo unspecified)	-7	-7	-0.9	0	-3
38	Cc1cc(OCCCCOc2ccc(C#N)cc2)ccc1[N+](=O)[O-]	17	-6	2.1	-8	-4
39	Cc1ccc(S(=O)(=O)N2CCC(C(=O)NCc3cccnc3)CC2)cc1	14	-8	0.1	-2	-3
40	Cc1cccc(CCN=C(N)NS(=O)(=O)c2ccccc2)c1	-4	2	-1.6	-2	-2

cpd	tim23-1 inh	tim10-1 inh	APJ antagonist	Mdm2-MdmX inh
33	23	14	9	10
34	3	26	-2	17
35	12	7	-10	7
36	12	-4	-6	-10
37	0	0	16	19
38	26	-11	-12	7
39	6	14	12	13
40	-4	-3	21	6

Following part
cpd	molecule	TIM10 inh	CXCR6 block	CHOP UPR activ	UPR XBP1 act	APJ ag
41	CC(C)n1cc(NC(=O)c2cc(-c3ccccc3)on2)cn1	26	1	5.9	6	1
42	CC(=N)C1=C(O)CC(c2ccccc2)CC1=O (stereo unspecified)	7	4	0.4	1	0
43	Cc1nc(Nc2ccccc2Cl)sc1C(=O)Nc1ccccc1	32	-2	-0.2	-2	-2
44	CN1CCN(C(=O)c2ccc(-n3cccc3)cc2)CC1	-9	0	1.1	2	1
45	CCOC(=O)c1c(C)n(-c2ccc(F)cc2)c2ccc(O)cc12	12	0	2.3	0	-4
46	O=C(Nc1ccccc1N1CCCCC1)c1ccc(-c2ccc(Cl)cc2)o1	6	1	1.6	7	0
47	C=CCNc1nnc(SCC(=O)Nc2ccccc2OC)c2ccccc12	25	-10	6.6	9	1
48	CCOC(=S)SCC(=O)Nc1nc(C)c(C)s1	18	11	3.4	-5	-3

cpd	tim23-1 inh	tim10-1 inh	APJ antagonist	Mdm2-MdmX inh
41	55*	21	1	-26
42	3	-33	8	18
43	24	8	-16	-25
44	9	5	8	0
45	19	-9	5	11
46	5	28	-18	30
47	18	2	13	-14
48	33	23	25	2

The listing continues.
cpd	molecule	TIM10 inh	CXCR6 block	CHOP UPR activ	UPR XBP1 act	APJ ag
49	O=C(CNCc1ccc(Cl)cc1)NCc1ccco1	11	-5	2.0	2	-2
50	CCN1C(=O)/C(=C/N2CC(C)CC(C)C2)SC1=S (stereo unspecified)	3	11	-0.3	-3	-4
51	Cc1ccc(-c2nc3ncccc3o2)cc1NC(=O)CC(C)C	8	9	1.0	0	1
52	COc1ccccc1OCc1ccc(C(=O)NCC(C)C)o1	13	-6	-0.8	-1	-3
53	CN(Cc1ccccc1)C(=O)COC(=O)CNS(=O)(=O)c1ccc2ccccc2c1	11	-13	2.7	-1	10
54	CC(NC(=O)c1ccccc1NC(=O)c1ccco1)C(=O)O (stereo unspecified)	-1	-2	-0.3	1	-2
55	Cc1cc(N(C)C)ccc1N=Nc1ccc(N)cc1	-4	35	2.6	4	-6
56	O=C(CSc1ccc2nnc(-c3ccccn3)n2n1)Nc1ccccc1F	-3	-2	0.4	-1	0
57	COc1cc(NC(=O)Nc2cccc(Cl)c2)c(C(=O)O)cc1OC	10	-3	-0.9	-1	3
58	COc1ccccc1CCNC(=O)CCn1nc(C)c2c(C)n(-c3ccccc3)nc2c1=O	-1	0	0.2	-5	-3
59	CN1CCN(c2ccccc2NC(=O)c2ccc3c(c2)OCCO3)CC1	-4	0	1.9	2	0

cpd	tim23-1 inh	tim10-1 inh	APJ antagonist	Mdm2-MdmX inh
49	-5	6	7	8
50	-1	16	16	-36
51	13	11	3	-5
52	7	13	5	-6
53	5	11	-71	17
54	1	8	8	-13
55	35	28	28	-148
56	-4	-12	-2	2
57	16	-6	17	-21
58	8	17	-8	1
59	1	-6	12	10

Not all compounds are listed; the hit share may differ from the screen's.
